# LMPTP block: LMPTP phosphatase inhibitors, primary screen, biochemical, fluorescence intensity, uHTS; Low molecular weight phosphotyrosine protein phosphatase (Homo sapiens), P24666; recombinant LMPTP-A, OMFP fluorogenic substrate; inhibition, % at 20 µM; 360,000 compounds, 0.22% hits; AID 651560, 2012;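 active means compounds that cut the enzyme signal by at least half of the control window in the single-dose screen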;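 further: plate controls were DMSO wells with enzyme plus substrate for no effect and substrate without enzyme for full effect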
#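 Test system: LMPTP-A, protein tyrosine phosphatase of low molecular weight; Input: 0.625 nM enzyme; Incubation: 50 min dark incubation at room temperature; Signal: endpoint fluorescence intensity from OMFP dephosphorylation; Read-out basis: % inhibition versus control wells.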
# Scp-1 inhibitor: Scp-1 phosphatase inhibitors, primary screen, biochemical, colorimetric, uHTS; Recombinant Scp1, phosphopeptide, malachite green phosphate absorbance; Carboxy-terminal domain RNA polymerase II polypeptide A small phosphatase 1 (Homo …; AID 493091, 2011; inhibition, % at 20 µM; 340,000 compounds, 0.88% hits;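 active means inhibition above about 50% at 20 µM, limit read from the data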;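 further: plate controls were DMSO wells with enzyme for no effect and wells lacking enzyme for full effect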
#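 Test system – truncated SCP-1 phosphatase (76-261aa) · Reagent – Phosphorylated 17-residue peptide substrate · Incubation – 45 min room-temperature reaction, 5 min colour, 30 min stabiliser · Detection – colorimetric phosphate reagent with accelerator and stabiliser, absorbance at 630 nm · Measure – % inhibition at 20 µM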
# SUMO1-SIM PPI: modulators of SUMO1 protein-protein interactions, primary screen, biochemical, uHTS; inhibition, % at 20 µM; 360,000 compounds, 0.33% hits; Small ubiquitin-related modifier 1 (Homo sapiens), P63165; SUMO1 binding to a labelled peptide, TR-FRET, 1 h; in the data active means inhibition above about 37%
# Rpn11 inh: Rpn11 (PSMD14) deubiquitinase inhibitors, primary screen, biochemical, fluorescence polarization, uHTS | 26S proteasome non-ATPase regulatory subunit 14 (Homo sapiens), O00487 | human 26S proteasome, Ub4-pepOG fluorescence polarization; 20S core pre-blocked with epoxomicin | calls only at 20 µM | 360,000 compounds, 0.59% hits;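 active means inhibition at 20 µM, scaled to each plate's controls, above about 33%, limit read from the data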
# CSN deneddyl inh: inhibitors of CSN-mediated cullin deneddylation, primary screen, biochemical, fluorescence polarization, uHTS. Purified CSN, SCF-Nedd8-OG deneddylation. inhibition, % at 12.5 µM. 360,000 compounds, 0.38% hits;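 active means pattern-corrected inhibition above about 35%, with an unprinted fluorescence ratio check between 0.5 and 1.5, limit read from the data, passing the limit was not always enough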;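 further: 0% = enzyme with substrate and 100% = substrate without enzyme; some results filed as inactive read as strong as hits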
#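 Assay system: purified human Csn5 enzyme expressed in HEK293T cells; Input: 0.24 nM Csn5 enzyme, final concentration; Reagent: 10 nM SCFSkp2-Nedd8OG; Compound dosing: 12.5 µM single point; Times: reaction 90 min, room temperature; Technique: fluorescence polarization readout.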
# Rin1-Abl PPI inh: inhibitors of Rin1-Abl protein binding, primary screen, biochemical, TR-FRET; Tyrosine-protein kinase ABL1 (Homo sapiens) + Ras and Rab interactor 1 (Homo sapiens), …; inhibition, % at 7.35 µM; 360,000 compounds, 0.4% hits; AID 588664, 2011; in the data active means inhibition above about 5%, passing the limit was not always enough
# Target sequence (P00519 whole entry, looked up): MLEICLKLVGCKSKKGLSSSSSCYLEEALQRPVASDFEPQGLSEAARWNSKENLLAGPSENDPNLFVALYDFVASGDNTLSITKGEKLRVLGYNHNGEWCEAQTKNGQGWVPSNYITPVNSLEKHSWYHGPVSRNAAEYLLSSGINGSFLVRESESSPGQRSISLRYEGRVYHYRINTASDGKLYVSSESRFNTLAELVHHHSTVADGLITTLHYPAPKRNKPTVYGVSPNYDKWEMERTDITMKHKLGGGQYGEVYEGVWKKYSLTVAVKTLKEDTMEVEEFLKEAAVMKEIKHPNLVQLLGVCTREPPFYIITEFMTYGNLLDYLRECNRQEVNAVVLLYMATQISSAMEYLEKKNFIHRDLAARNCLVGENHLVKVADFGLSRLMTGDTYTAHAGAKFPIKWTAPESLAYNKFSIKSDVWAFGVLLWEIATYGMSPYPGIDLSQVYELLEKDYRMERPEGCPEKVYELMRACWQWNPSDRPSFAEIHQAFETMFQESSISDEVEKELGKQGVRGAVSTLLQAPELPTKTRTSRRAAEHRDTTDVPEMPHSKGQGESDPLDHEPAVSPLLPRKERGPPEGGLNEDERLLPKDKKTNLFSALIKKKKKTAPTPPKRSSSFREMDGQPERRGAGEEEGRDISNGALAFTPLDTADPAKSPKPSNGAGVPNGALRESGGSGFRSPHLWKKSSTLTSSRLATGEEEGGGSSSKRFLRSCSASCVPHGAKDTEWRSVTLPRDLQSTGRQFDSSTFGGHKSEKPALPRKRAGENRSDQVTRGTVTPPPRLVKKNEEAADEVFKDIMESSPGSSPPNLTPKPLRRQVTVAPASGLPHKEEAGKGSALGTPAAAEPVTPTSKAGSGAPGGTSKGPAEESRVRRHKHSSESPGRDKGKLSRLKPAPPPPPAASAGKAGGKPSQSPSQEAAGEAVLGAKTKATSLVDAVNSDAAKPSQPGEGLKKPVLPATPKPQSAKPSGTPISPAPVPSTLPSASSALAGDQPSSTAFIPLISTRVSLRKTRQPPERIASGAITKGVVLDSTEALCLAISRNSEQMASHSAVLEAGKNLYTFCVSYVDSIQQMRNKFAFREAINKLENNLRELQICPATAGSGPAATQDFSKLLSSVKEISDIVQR
# Target sequence (Q13671 whole entry, looked up): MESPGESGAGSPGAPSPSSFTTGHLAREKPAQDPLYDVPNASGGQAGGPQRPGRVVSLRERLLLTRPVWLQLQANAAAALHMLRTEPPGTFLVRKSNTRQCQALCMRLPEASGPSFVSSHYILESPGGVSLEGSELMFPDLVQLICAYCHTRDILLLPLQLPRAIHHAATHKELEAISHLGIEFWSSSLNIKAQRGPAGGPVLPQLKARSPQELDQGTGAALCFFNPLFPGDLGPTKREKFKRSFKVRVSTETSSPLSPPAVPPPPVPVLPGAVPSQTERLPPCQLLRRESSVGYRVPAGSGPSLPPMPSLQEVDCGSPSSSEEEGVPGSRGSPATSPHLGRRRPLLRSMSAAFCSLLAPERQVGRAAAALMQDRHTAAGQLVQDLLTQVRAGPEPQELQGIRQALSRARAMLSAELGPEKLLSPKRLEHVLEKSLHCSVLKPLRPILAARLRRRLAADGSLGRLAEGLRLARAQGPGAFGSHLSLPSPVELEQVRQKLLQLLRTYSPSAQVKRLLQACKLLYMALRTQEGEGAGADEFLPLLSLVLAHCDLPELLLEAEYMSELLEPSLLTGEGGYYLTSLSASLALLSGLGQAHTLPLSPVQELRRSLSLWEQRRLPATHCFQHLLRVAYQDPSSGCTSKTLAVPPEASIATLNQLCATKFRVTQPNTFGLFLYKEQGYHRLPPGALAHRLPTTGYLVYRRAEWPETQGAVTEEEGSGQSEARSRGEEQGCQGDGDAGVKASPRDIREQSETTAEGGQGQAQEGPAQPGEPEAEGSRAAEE
# Neddylation inh: inhibitors of cullin neddylation, primary screen, biochemical, TR-FRET, uHTS, NAE and Ubc12; calls only at 25 µM; 360,000 compounds, 0.58% hits; AID 651699, 2012; in the data active means inhibition above about 36%
# STEP inh: STEP phosphatase inhibitors, primary screen, biochemical, fluorescence intensity, uHTS; AID 588621, 2011; recombinant STEP, OMFP fluorogenic substrate; 360,000 compounds, 0.25% hits; inhibition, % at 20 µM; Tyrosine-protein phosphatase non-receptor type 5 (Homo sapiens), P54829;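 active means inhibition at 20 µM, scaled per plate between control wells, above about 37%, limit read from the data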;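 further: 0% = DMSO with enzyme and substrate and 100% = substrate only without enzyme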
#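 Material: STEP (striatal-enriched tyrosine phosphatase) enzyme, cell-free; Compound dosing: 20 µM single dose in 1% DMSO; Technique: fluorescence read at 480 nm ex / 540 nm em; Times: reaction 20 min, ambient temperature; Medium: 50 mM Bis-Tris pH 6.0 with 2.5 mM DTT and 0.005% Tween 20; Also added: OMFP at 25 µM.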
# DNMT1 inh: human DNMT1 methyltransferase inhibitors, primary screen, biochemical, molecular beacon, fluorescence, HinP1I cleavage, uHTS; DNA (cytosine-5)-methyltransferase 1 (Homo sapiens), P26358; 360,000 compounds, 0.83% hits; inhibition (reported as % activation of signal), % at 10 µM; AID 588458, 2011; in the data active means inhibition above about 50%
# NadD inh: inhibitors of S. aureus NadD, primary screen, biochemical, colorimetric, uHTS; Nicotinate-nucleotide adenylyltransferase NadD (Staphylococcus aureus N315); purified NadD enzyme, colorimetric absorbance read-out; inhibition, % at 20 µM; 360,000 compounds, 0.78% hits; in the data active means inhibition above about 26%; further: some compounds past the cut are filed as inactive
# Numbers without * were called inactive; i = inactive; x = not tested or not shown.
LMPTP block	Scp-1 inhibitor	SUMO1-SIM PPI	Rpn11 inh	CSN deneddyl inh	Rin1-Abl PPI inh	Neddylation inh	STEP inh	DNMT1 inh	NadD inh	SMILES
0.2	-3	0	i	-2	-1	i	1	-2	-3	COC(=O)c1cc(OC)c(OC)cc1NC(=O)c1cc(-c2ccccc2)nc2ccccc12
0.9	-7	0	i	6	2	i	2	-5	-6	COc1ccc(CNC(=O)C2Cc3ccccc3CN2C(=O)c2ccco2)cc1 (stereo not drawn)
15	61*	14	i	17	4	i	3	59*	4	NS(=O)(=O)c1ccc(NC(=O)C2Cc3ccccc3CN2C(=O)c2ccco2)cc1 (stereo not drawn)
0.7	3	-2	i	-5	-1	i	1	-6	-7	Cc1cnc(C(=O)OCC(=O)Nc2ccc(Oc3ccccc3)cc2)cn1
-0.2	-8	-4	i	-5	-1	i	-2	-4	-5	CN(C)S(=O)(=O)N1CCN(c2ccc(Cl)cc2)CC1
0.4	-6	-18	i	1	-6	i	0	-1	-10	O=C(NCCCN1CCOCC1)c1cc2c(s1)-c1ccccc1OC2
-4.8	-2	4	i	-3	-3	i	-1	13	4	Cc1cc(NC(=O)CN2C(=O)c3ccccc3S2(=O)=O)no1
-0.6	-11	2	i	0	1	i	0	-2	-4	COc1ccc(C(=O)NCCS(=O)(=O)N2CCc3ccccc3C2)c(OC)c1
-0.6	-7	-15	i	2	1	i	-1	2	-7	O=C(COC(=O)CN1C(=O)c2ccccc2C1=O)NC1CCCCC1
-0.6	-1	3	i	0	2	i	2	-6	0	COCC(=O)N(Cc1ccccc1)c1ccccn1
-0.8	-3	0	i	0	2	i	-5	-1	7	CCOC(=O)c1sc(NC(=O)CCC(=O)O)nc1C
-2.8	-2	3	i	-4	-1	i	-5	-2	10	O=c1ncn(-c2ccccc2F)c2ncccc12
-1.4	6	3	i	-2	0	i	3	1	3	O=C(CSc1nncc2ccccc12)Nc1ccc(C(=O)O)cc1
0.8	-9	3	i	3	-1	i	2	-7	-11	COc1cc(C(=O)OCC(=O)Nc2ccc3c(c2)OC(F)(F)O3)ccc1OCc1c(C)noc1C
0.1	0	-7	i	-4	2	i	3	-3	7	CCCn1nc(C(=O)OCc2nc(N)nc(Nc3ccccc3C)n2)c2ccccc2c1=O
0.2	-22	5	i	-4	3	i	0	-3	0	CCn1c(COc2ccccc2OC)nnc1SCC#N
0.5	x	-4	i	-6	2	i	4	-9	-4	CC(=O)Nc1ccc(CN2C(=O)C(C)ON=C2c2ccccc2-c2ccco2)cc1 (stereo not drawn)
0.6	-2	7	i	3	0	i	1	-2	5	CC(C)Cn1c(=O)c2c(nc3n2CC(C)CN3Cc2ccccc2)n(C)c1=O (stereo not drawn)
-1.4	1	-1	i	4	0	i	-1	2	-4	CN(C(=O)c1ccc(NC(=O)C2CCCN(C(=O)OC(C)(C)C)C2)cc1)C1CCC1 (stereo not drawn)
-1.5	-11	-3	i	2	1	i	0	-5	-3	Cc1ccc(OCCN2CCN(C(=O)CCC(=O)Nc3nnc(CC(C)C)s3)CC2)cc1
1.6	1	-6	i	0	0	x	-2	-3	1	COc1cccc(CN(C)C(=O)c2cc(-c3ccc(OC)c(OC)c3)nc3ccccc23)c1
1.5	x	-4	i	1	-3	i	0	-2	-9	C[C@H]1CN([C@@H](C)CO)S(=O)(=O)c2ccc(C3=CCCC3)cc2O[C@@H]1CN(C)C(=O)C1CCCCC1
-0.6	6	1	i	-2	-6	i	1	0	4	O=C(NCc1ccc2c(c1)OCO2)C1CCCN1C(=O)Nc1cccc(F)c1 (stereo not drawn)
0.1	-4	-27	i	-1	-1	i	6	-5	-6	Cc1cc(NC(=O)COC(=O)CNC(=O)c2cccs2)c([N+](=O)[O-])cc1C
0.7	0	5	i	-4	-1	i	1	-1	2	CCOc1cccc(NC(=O)Cn2nc(-c3ccc4c(c3)OCCO4)ccc2=O)c1
-1.1	0	-3	i	0	-3	i	3	2	-6	CC(C)NC(=O)Cn1cc(C#N)c2cc(Br)ccc21
-1.3	x	1	i	-3	4	i	-3	0	1	CN(Cc1cnn(-c2ccc(F)cc2)c1)C(=O)[C@H]1O[C@@H](n2ccc(N)nc2=O)[C@H](O)[C@@H]1O
-1.6	1	4	i	2	-3	i	7	4	-6	ON(Cc1c(F)cccc1Cl)Cc1c(F)cccc1Cl
-0.6	-8	2	i	0	-1	i	-5	1	-5	O=C(NCc1ccco1)c1ccc2c(c1)N(Cc1ccccc1)C(=O)CS2=O (stereo not drawn)
-1.8	9	2	i	1	-2	i	1	1	0	CCCc1cc(Nc2ccccc2)n2ncnc2n1
1.9	-14	2	i	5	-1	x	0	0	5	Cc1ccn2c(NC3CCCC3)c(-c3ccsc3)nc2c1
-3.6	x	-5	i	-5	0	i	0	4	-3	O=C(O)c1ccc(O)c2ncccc12
0.1	-2	-1	i	3	-2	i	1	0	-1	CCN(CC)CCCn1c2c(c(SCC(=O)Nc3ccc4c(c3)OCO4)nc1=O)CCC2
0.3	-5	4	i	-1	-1	i	2	23	-1	Cc1cc(NC(=O)CSc2nc3ccccc3c(=O)n2Cc2ccc(F)cc2)no1
2.1	-11	-4	i	-2	-2	i	4	1	-7	N#CC(c1cccc(C(F)(F)F)c1)(c1ncc(C(F)(F)F)cc1Cl)N1CCOCC1 (stereo not drawn)
87*	72*	103*	x	36	1	i	41*	88*	28	O=C(O)C1Nc2c(Cl)cc(Cl)cc2C2C=CCC12 (stereo not drawn)
-0.5	-5	-1	i	-1	-1	i	1	2	-8	CC1CCN(C(=O)CN(c2ccc(Cl)c(C(F)(F)F)c2)S(C)(=O)=O)CC1
0.1	-2	0	i	1	4	i	-4	1	-5	CC(=O)c1ccc(OCCNS(=O)(=O)c2ccc(-n3cnnn3)cc2)cc1
0.7	1	-1	i	1	-1	i	1	4	-1	COc1ccc(S(=O)(=O)N2CCN(C(=O)CCC3CCCC3)CC2)cc1
-2.2	-2	-12	i	2	-2	i	22	2	-3	COC(=O)c1ccc(/C=C/C(=O)O)cc1

# A different layout for some results above:
SMILES | LMPTP block | Scp-1 inhibitor | SUMO1-SIM PPI | Rpn11 inh | CSN deneddyl inh | Rin1-Abl PPI inh | Neddylation inh | STEP inh | DNMT1 inh | NadD inh
COc1cccc(CN(C)C(=O)c2cc(-c3ccc(OC)c(OC)c3)nc3ccccc23)c1 | 1.6 | 1 | -6 | i | 0 | 0 | x | -2 | -3 | 1
C[C@H]1CN([C@@H](C)CO)S(=O)(=O)c2ccc(C3=CCCC3)cc2O[C@@H]1CN(C)C(=O)C1CCCCC1 | 1.5 | x | -4 | i | 1 | -3 | i | 0 | -2 | -9
O=C(NCc1ccc2c(c1)OCO2)C1CCCN1C(=O)Nc1cccc(F)c1 (stereo not drawn) | -0.6 | 6 | 1 | i | -2 | -6 | i | 1 | 0 | 4
Cc1cc(NC(=O)COC(=O)CNC(=O)c2cccs2)c([N+](=O)[O-])cc1C | 0.1 | -4 | -27 | i | -1 | -1 | i | 6 | -5 | -6
CCOc1cccc(NC(=O)Cn2nc(-c3ccc4c(c3)OCCO4)ccc2=O)c1 | 0.7 | 0 | 5 | i | -4 | -1 | i | 1 | -1 | 2
CC(C)NC(=O)Cn1cc(C#N)c2cc(Br)ccc21 | -1.1 | 0 | -3 | i | 0 | -3 | i | 3 | 2 | -6
CN(Cc1cnn(-c2ccc(F)cc2)c1)C(=O)[C@H]1O[C@@H](n2ccc(N)nc2=O)[C@H](O)[C@@H]1O | -1.3 | x | 1 | i | -3 | 4 | i | -3 | 0 | 1
ON(Cc1c(F)cccc1Cl)Cc1c(F)cccc1Cl | -1.6 | 1 | 4 | i | 2 | -3 | i | 7 | 4 | -6
O=C(NCc1ccco1)c1ccc2c(c1)N(Cc1ccccc1)C(=O)CS2=O (stereo not drawn) | -0.6 | -8 | 2 | i | 0 | -1 | i | -5 | 1 | -5
CCCc1cc(Nc2ccccc2)n2ncnc2n1 | -1.8 | 9 | 2 | i | 1 | -2 | i | 1 | 1 | 0
Cc1ccn2c(NC3CCCC3)c(-c3ccsc3)nc2c1 | 1.9 | -14 | 2 | i | 5 | -1 | x | 0 | 0 | 5

# The list goes on:
LMPTP block	Scp-1 inhibitor	SUMO1-SIM PPI	Rpn11 inh	CSN deneddyl inh	Rin1-Abl PPI inh	Neddylation inh	STEP inh	DNMT1 inh	NadD inh	SMILES
-4.4	-7	-1	i	-5	1	i	0	-2	0	CCOC(=O)C1=C(O)C(Nc2nccs2)(C(F)(F)F)N=C1C (stereo not drawn)
-0.6	-5	-2	i	2	2	x	-1	5	-9	O=C(NCc1ccccc1Cl)C1=CC=CN2CCS(=O)(=O)N=C12
-0.6	1	-2	i	-5	3	i	0	0	8	CN1C(=O)NC(NS(=O)(=O)c2ccc(N)cc2)(C(F)(F)F)C1=O (stereo not drawn)
-12	8	-22	i	-8	2	i	-3	4	2	C#CCOCCOCCOCCNc1nc(N2CCN(C(=O)[C@H](CCC(=O)O)n3cc([C@@H](N)[C@H](C)CC)nn3)CC2)nc(N2CCN(C(=O)[C@H](CCCCN)n3cc([C@@H](N)CC(N)=O)nn3)CC2)n1
-2.6	3	-5	i	5	-1	i	-1	3	1	CCCCN(C)C(=O)C1CCN(Cc2cccnc2)CC1
-0.5	-2	-2	i	-3	4	i	3	-4	-9	CC(C)(C)CC(C)(C)NC(=S)NC1CCN(Cc2ccccc2)CC1
1.2	x	-2	x	-1	x	i	x	x	0	Cc1cc(C)n2c(NC3CCCCC3)c(CC(C)C)nc2n1
-0.3	-5	2	i	5	-1	i	3	2	1	COc1ccccc1/C=C/CN1CCCC(CCC(=O)NCc2ccccc2F)C1 (stereo not drawn)
6.0	-11	-3	i	-1	1	i	1	-14	0	C=CC[C@@H](CC(=O)N(CCO)Cc1ccccc1)C(=O)N[C@@H](COC(=O)[C@@H](CC=C)Cc1ccc(F)cc1)Cc1ccccc1
